AID inhibitor: Primary qHTS assay for inhibitors of Activation Induced Cytidine Deaminase (AID): AID signal; Single-stranded DNA cytosine deaminase (Homo sapiens), Q9GZX7; 0.32% of 91,000 active; Potency, µM (doses to about 115 µM), without a hit: at the highest dose activity change, negative = inhibition, actives largely listed as inhibitors; AID deamination FRET fluorescence, UDG-coupled, 4 h; AID 1347428, 2020; further: nearly all actives have a fitted effect of over 25% in size
Target sequence (Q9GZX7 whole entry, looked up): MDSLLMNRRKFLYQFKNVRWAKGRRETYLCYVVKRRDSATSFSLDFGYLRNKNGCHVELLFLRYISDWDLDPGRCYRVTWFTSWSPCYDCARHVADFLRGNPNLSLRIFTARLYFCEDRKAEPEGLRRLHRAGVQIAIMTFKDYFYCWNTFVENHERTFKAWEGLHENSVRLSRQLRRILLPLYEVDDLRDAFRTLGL
UDG counterscr: Primary qHTS assay for inhibitors of Activation Induced Cytidine Deaminase (AID): UDG Counterscreen signal | Uracil-DNA glycosylase | Potency, µM (titrated, usually from 115 µM), inactives show top-dose activity change, negative = inhibition, usual class: inhibitors | 0.14% of 91,000 active | AID 1347430, 2020 | FRET deamination/UDG coupled assay, UDG read, 4 h; further: nearly all actives have a fitted effect of over 65% in size
The depositor's hits bear a star; ? = inconclusive; [ ] = another dose, or the depositor's remark. The call rests on the fitted dose curve; in most records, active means well fitted curve in the direction sought with a large enough effect; inconclusive means small, poorly fitted or top-dose-only effect, or another doubt; inactive means no such curve, though single readings can be large; an effect the other way counts as inactive or inconclusive. On the % scale 0 is the no-effect control and ±100 the full control effect; potency means the concentration at half of the fitted maximal effect.

Under each structure: AID inhibitor | UDG counterscr
COc1ccc(-c2c(C)c3ccc(OS(=O)(=O)c4ccccc4)cc3oc2=O)cc1OC
  -10% | 8%
Cc1ccc(N(CC(=O)N2CCN(c3cc(Cl)ccc3C)CC2)S(=O)(=O)c2c(C)noc2C)cc1
  -16% | -12%
COC(=O)CSc1nc2sc3c(c2c(=O)n1-c1ccc(C)cc1)CC(C(C)C)OC3 (stereo not given)
  34%[activator] | 11%
Nc1cccc(/C=C/C(=O)c2ccccc2)c1
  -19% | -5%
COc1ccc(Cl)cc1NC(=O)c1c(NCc2cccnc2)sc2c1CCC(C)C2 (stereo not given)
  31%[activator] | -10%
CC(=O)Nc1cccc(NC(=O)C2(c3cccs3)CCOCC2)c1
  15% | 0%
CCCCCCCCc1ccc(/C(C=[N+](C)C)=C/N(C)C)cc1
  ? | 3%
Cc1cnc(NC(=O)c2csc(NC3CC3)n2)s1
  4% | -3%
CCCCCOc1ccc(/C=C/C(=O)Nc2sc3c(c2C(=O)OCC)CCC3)cc1OC
  -19% | 15%
CC(C)(C)NC(=O)NC(=O)CSc1nc2ccccc2c(=O)n1-c1ccc(F)cc1F
  -5% | -8%
Cc1ccccc1-c1nc(CS(=O)(=O)CC(=O)NC(C)c2ccccc2)c(C)o1 (stereo not given)
  ? | -4%
CC(C)Oc1ccc(CNC(=O)CCCn2c(=O)c3cccn3c3ccccc32)cc1
  5% | -1%[57.5 µM]
Cc1cc(Cl)ccc1NC(=O)Cn1nnc2sc(-c3ccccc3)cc2c1=O
  11% | -26%
COc1ccccc1NC(=O)CSC1=Nc2ccccc2C2=NC(Cc3ccccc3)C(=O)N12 (stereo not given)
  ? | 2%
CC1=CC(C)C2(COC(CCc3ccccc3)OC2)C(C)C1 (stereo not given)
  -1% | 10%
Cc1cccn2cc(CN3CCN(S(=O)(=O)c4ccccc4)CC3)nc12
  0% | 6%
C/C(=N/Nc1cc(C(F)(F)F)ccc1Cl)c1ccccc1Br
  -12% | -4%
CCc1ccc(NC(=O)CSc2nc3n[nH]c(C)c3c(=N)n2-c2ccc(C)cc2)cc1
  -5% | -9%[57.5 µM]
C/C=C/C=C/C(=O)Nc1ccccc1-c1cccs1
  6% | -7%
Cc1cc(C)nc(Nc2nc(C)c3ccccc3n2)n1
  6% | -7%
O=C(O)CNC(=O)CNS(=O)(=O)c1ccccc1
  2% | -10%
Cc1ccc(C)c(-n2nnc(-c3nc(-c4ccccc4C)no3)c2C)c1
  -24% | -10%
O=C1/C(=C/c2ccsc2)CCc2ccccc21
  -7% | -1%
CCOc1ccc(C(=O)N2CCN(c3oc(-c4cccs4)nc3C#N)CC2)cc1
  -13% | 0%
CC1(NC(=O)Cc2ccc3ccccc3c2)CCCC1
  -2% | -11%
COc1ccc(N(Cc2cc3cc(OC)ccc3[nH]c2=O)C(=O)c2cccc(Cl)c2)cc1
  156%[activator] | -3%
CC1=C(C(=O)N2CCCCC2)C(c2ccc(C)cc2)C2=C(CC(C)(C)CC2=O)N1 (stereo not given)
  -3% | -2%
CN(C)c1ccc(-n2c(CCC(=O)O)ccc2-c2ccccc2)cc1
  18% | -14%
O=C(/C=C/c1cn(CC(O)CN2CCCCCC2)c2ccccc12)c1ccccc1 (stereo not given)
  ? | -7%
CC(C)C(=O)Nc1ccc(CNC(=O)c2cc[n+]([O-])cc2)cc1
  -7% | -10%

Single records (already shown). Values in the order: AID inhibitor	UDG counterscr
`COc1ccc(Cl)cc1NC(=O)c1c(NCc2cccnc2)sc2c1CCC(C)C2` (stereo not given) is entered as 31%[activator]	-10%
`C/C=C/C=C/C(=O)Nc1ccccc1-c1cccs1` is entered as 6%	-7%
`O=C(O)CNC(=O)CNS(=O)(=O)c1ccccc1` is entered as 2%	-10%

Part of the list above in order of molar mass, high to low.
Under each structure: AID inhibitor | UDG counterscr
CCc1ccc(NC(=O)CSc2nc3n[nH]c(C)c3c(=N)n2-c2ccc(C)cc2)cc1
  -5% | -9%[57.5 µM]
Cc1cc(Cl)ccc1NC(=O)Cn1nnc2sc(-c3ccccc3)cc2c1=O
  11% | -26%
CCOc1ccc(C(=O)N2CCN(c3oc(-c4cccs4)nc3C#N)CC2)cc1
  -13% | 0%
C/C=C/C=C/C(=O)Nc1ccccc1-c1cccs1
  6% | -7%

Later entries
Under each structure: AID inhibitor | UDG counterscr
CC(=O)c1cc2c(cc1NC(=O)c1cnn(-c3ccc(C)cc3)c1-n1cccc1)OCO2
  27% | 2%[57.5 µM]
O=C(NCC1CCN(Cc2ccc(F)cc2)CC1)c1cc2ccc3cccnc3c2[nH]1
  -15% | 3%
COc1cc(C(=O)OCc2ccc(C#N)cc2)cc(Cl)c1OC
  3% | 1%
Cc1ccc(/C=C(\C#N)c2nc3ccccc3c(=O)[nH]2)cc1
  -14% | -8%
Cc1cc(C)n2nc(SCC(=O)Nc3ccc(O)cc3)nc2n1
  -2% | 3%
O=C(CSCC(=O)N(Cc1cccs1)C1CC1)c1ccccc1
  ? | -15%
CCOC(=O)c1ccc(NC(=O)CSc2cn(CC(=O)N3CCCC3)c3ccccc23)cc1
  208%[activator] | -3%
Cn1c(=O)c2c(SCC(=O)NCc3ccco3)nc(-c3ccccc3F)nc2n(C)c1=O
  1% | 6%
O=C(/C=C/c1ccccc1[N+](=O)[O-])OCc1ccccc1F
  3% | 9%
CC(=O)c1sc(Nc2cccc(C)c2C)nc1C
  -7% | 5%
CCOC(=O)COc1ccc2c(=O)c(Oc3ccccc3)c(C(F)(F)F)oc2c1
  1% | 2%
CCc1ccccc1NC(=O)Cn1nnc(C(=O)Nc2ccc(C)c(F)c2)c1N
  2% | -4%
Nc1ncc(S(=O)(=O)NCc2cccc(Cl)c2)cn1
  1% | -2%
COc1ccccc1Nc1nn2c(=O)c3ccc(C(=O)N4CCCCC4)cc3nc2s1
  ? | -10%
CCC(=O)N1CCN(C(=O)c2ccccc2)CC1
  -4% | -8%
COC(=O)Cc1c(C)c2ccc(OCc3cccc(Cl)c3)c(C)c2oc1=O
  -6% | 0%
CCN(CC)CCNC(=O)c1sc2nc(C)cc(C)c2c1-n1cccc1
  ? | -3%
O=C(Nc1ccc(OC(F)(F)F)cc1)C(Cc1ccccc1)NS(=O)(=O)c1cccc2nsnc12 (stereo not given)
  -12% | 9%
COc1ccc(OC)c(C2NC(=O)NC(C)=C2C(=O)Nc2cc(C)cc(C)c2)c1 (stereo not given)
  ? | -4%
CCOC(=O)c1cc(C)n(CC2CCC(C(=O)Nc3cccc(C(C)=O)c3)CC2)c1C (stereo not given)
  -15% | -3%[57.5 µM]
CCOc1cc(/C=C2/NC(=O)NC2=O)ccc1OCc1ccc(Cl)cc1Cl
  8% | 12%
O=[N+]([O-])c1ccc(/C=N/Nc2ccc(S(=O)(=O)Nc3cccc(Cl)c3)cc2[N+](=O)[O-])cc1
  -2% | -6%
Cc1ccc(CNC(=O)CSCc2nc(-c3cccc(C)c3)oc2C)cc1
  ? | -17%
CCOC(=O)c1c(NC(=O)c2cc(CC)on2)sc(C)c1C
  15% | 0%
Cc1cccc(N2CCN(c3nc4ccccc4c4nc(-c5cccnc5)nn34)CC2)c1C
  ? | ?
COCC(C)NC(=O)C1=CC(c2cccs2)=NS(=O)(=O)N1C (stereo not given)
  -3% | 0%
CC(=O)c1ccc(NC(=O)CCSc2nc(-c3ccco3)cc(C(F)(F)F)n2)cc1
  9%[57.5 µM] | -3%[57.5 µM]
CCCCCCSc1nc(N)c2c3c(sc2n1)CCCC3C (stereo not given)
  ? | -19%
CCC(C)NC(=O)Cn1c(=O)n(CCCCCC(=O)NCc2ccccc2Cl)c(=O)c2sccc21 (stereo not given)
  3% | -8%
O=c1oc2cc(OCc3nn[nH]n3)ccc2cc1-c1ccc(Cl)cc1
  24% | -2%
COC(=O)c1c(SC)nc2ccccc2c1OCc1ccccc1C
  ? | ?
Cc1cccc(C(=O)NC(NC(=O)c2cccc(C)c2)c2ccccc2)c1
  1% | -5%
COc1ccc(C(=O)OCCOc2ccc(C#N)cc2)cc1F
  10% | 7%
COc1ccc(NC(=O)c2cnc3cc(C)ccn3c2=O)c(OC)c1
  15% | -5%
CCCc1cc(=O)oc2cc(OCc3c(C)c(C)cc(C)c3C)ccc12
  -1% | -6%
COCCCNC(=O)c1ccc(Cn2c(=O)c3ccccc3n(Cc3ccc(Cl)cc3)c2=O)cc1
  17% | -8%
Cc1ccc(Cn2cc(CCC(=O)NC3CCC(C)CC3)c3ccccc32)cc1 (stereo not given)
  0% | 12%
COC(=O)c1c(SCC(=O)Nc2cccc(Cl)c2C)[nH]c2ccccc2c1=O
  -3% | -3%
CCOc1ccc(C=O)cc1-c1ccccc1
  -3% | -2%
CC(C)CCNC(=O)Cn1cc(S(=O)(=O)Cc2ccc(F)cc2)c2ccccc21
  50%[activator] | 13%
CCOc1ccc(NC(=O)Nc2nnc(N3CCCCC3C)s2)cc1 (stereo not given)
  ? | -12%
CC(C)CCN(C(=O)Nc1ccc(Cl)c(Cl)c1)C1CCN(C(C)C)CC1
  -7% | -5%
CCc1cccc(C)c1NC(=O)c1nc2ccccc2nc1N1CCCC1
  -2% | 2%
O=[N+]([O-])c1cccc(N/N=C/c2cccc(Br)c2)c1
  -11% | -16%
COc1cccc(-c2nc(-c3nc4ccccc4s3)cs2)c1OC
  17% | 14%
CCOC(=O)CCc1c(C)nc2cc(-c3cc(OC)cc(OC)c3)[nH]n2c1=O
  0% | -7%
Cc1ccc(C(=O)Nc2c(C)cccc2C(C)C)s1
  -9% | 4%
COc1ccccc1N1CCN(S(=O)(=O)c2cc(C(=O)Nc3ccc(Oc4ccccc4)cc3)ccc2F)CC1
  -13% | -11%
O=C(NCc1ccccn1)C1(c2cccc(C(F)(F)F)c2)CCOCC1
  6% | 2%
N#Cc1cccc(NC(=O)CCNS(=O)(=O)c2ccc3c(c2)CCN3C(=O)C2CC2)c1
  14% | -3%
CCOC(=O)Cn1c(=O)c2c3c(sc2n(CCCN(C)C)c1=O)CCCC3
  0% | -7%
CCc1ccc(NC(=O)C(=O)NCC(c2cccnc2)N2CCOCC2)cc1 (stereo not given)
  4% | 5%
CCn1c(CNC(=O)c2ccc(OC)cc2)nnc1SCC(=O)Nc1ccc(OC)cc1
  -4% | -7%
CCCCc1nc(NCCN(C)C)c(C#N)c2c1CCCC2
  -21% | -10%
Nc1nccnc1C(=O)Nc1cccc(NC(=O)c2cccnc2)c1
  3% | 1%
CCOc1ccc(NS(=O)(=O)c2ccc3c(c2)NC(=O)CCS3)cc1
  18% | 1%
C/C(=N/N=C(c1ccccc1)c1ccccc1)c1cccnc1
  -19% | -18%
CCCN(CC(=O)Nc1ccccc1C(=O)Nc1cccc(C)c1)Cc1nnc(-c2ccco2)o1
  -11% | 0%
O=C(NC1CCCCCC1)c1cc(Cl)nc(Cl)c1
  -2% | 9%
O=C(NCc1ccc(Cl)cc1)c1ccc2c(c1)nnn2C1CCCC1
  6% | -11%[57.5 µM]

A few values from the entries so far:
`CCCCCOc1ccc(/C=C/C(=O)Nc2sc3c(c2C(=O)OCC)CCC3)cc1OC` – AID inhibitor: -19%
`CC1=CC(C)C2(COC(CCc3ccccc3)OC2)C(C)C1` (stereo not given) – AID inhibitor: -1%
`CCCCCCCCc1ccc(/C(C=[N+](C)C)=C/N(C)C)cc1` – UDG counterscr: 3%
`Cc1cc(Cl)ccc1NC(=O)Cn1nnc2sc(-c3ccccc3)cc2c1=O` – AID inhibitor: 11%
`Cc1cnc(NC(=O)c2csc(NC3CC3)n2)s1` – UDG counterscr: -3%

Next part:
Under each structure: AID inhibitor | UDG counterscr
COc1ccc(C(c2c(O)cc(C)n(Cc3ccco3)c2=O)N2CCN(c3ccccc3)CC2)cc1 (stereo not given)
  0% | 13%
Nc1ncnc2c1nc(Sc1ccc(Cl)cc1)n2[C@H]1OC2COP(=O)(O)O[C@@H]2C1O (stereo not given in full)
  7% | -2%
COC(=O)c1cc(NC(=O)[C@H](CCS(C)(=O)=O)N2Cc3ccccc3C2=O)cc(C(=O)OC)c1
  14% | -6%
COCCn1c(SC(C)C(=O)NC(N)=O)nnc1-c1cccc(C)c1 (stereo not given)
  7% | -1%
COc1ccc(N2C(=O)c3ccccc3NC2c2cnn(-c3ccccc3)n2)c(OC)c1 (stereo not given)
  -18% | -20%
Cc1c2cnn(CC(=O)NCc3ccc(Cl)cc3)c(=O)c2c(C)n1Cc1ccc(F)cc1
  -17% | -12%
CN(C)c1cccc(C(=O)Nc2nc3ccc(S(=O)(=O)NC(C)(C)C)cc3s2)c1
  1% | 4%
O=C1Nc2ccccc2CCC1n1nc(-c2ccccc2)ccc1=O (stereo not given)
  -14% | 1%
COc1ccc(CCNC(=O)c2cn(C)c3ccc(S(=O)(=O)N(C)C4CCCCC4)cc3c2=O)cc1OC
  13%[57.5 µM] | 2%[57.5 µM]
Cc1cc(NC(=O)CSc2nc(-c3ccccc3C)nc3c2c(=O)n(C)c(=O)n3C)no1
  3% | 6%
COC(=O)c1ccc(Nc2nc(-c3ccncc3)nc3ccccc23)cc1
  -2% | 3%
CN(C)CCNC(=O)Cn1c(=O)c2cccn2c2ccc(F)cc21
  -13% | 2%[57.5 µM]
CCN(C(=O)CSc1ncnc2ccccc12)c1ccccc1
  -7% | -3%
CC1=C(C(=O)N2CCN(c3cc(C)ccc3C)CC2)C2(CCC(C)CC2)OC1=O (stereo not given)
  -4% | -5%

Bioassay records deposited in PubChem by National Center for Advancing Translational Sciences (NCATS).

Only part of the results is shown. The share of hits here may be higher or lower than overall.
